Screens deposited in PubChem by National Center for Advancing Translational Sciences (NCATS).
Tau filament bind = binds recombinant human tau filaments | 71,000 compounds, 2% hits | Potency, µM (series often up to 57.1 µM), for inactives: top-dose activity change, negative = inhibition | AID 596 | recombinant tau filaments, thioflavin S fluorescence, 15 h; filaments grown with octadecylsulfate alongside compound;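 further: potency means the concentration at half of the fitted maximal effect; on the % scale 0 is the no-effect control and ±100 the full control effect; actives lower thioflavin S fluorescence by blocking filaments or displacing dye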
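Assay mix: 1 uM His-tagged tau, 30 uM sodium octadecylsulfate, thioflavine S dye in HEPES/NaCl/DTT buffer. Compound is added prior to the inducer. Fluorescence after 15 h at 37 C.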
ERK AVP inh = vasopressin-driven ERK pathway inhibition; 72,000 compounds, 0.99% hits; AID 995; HEK293-V1b, vasopressin-stimulated pERK AlphaScreen; Potency, µM (highest dose often 57.5 µM), without a hit: at the highest dose activity, negative = inhibition, actives largely listed as inhibitors; further: potency means the concentration at half of the fitted maximal effect; on the % scale 0 is the no-effect control and ±100 the full control effect; nearly all actives have a fitted effect of over 55% in size
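qHTS, compounds titrated on V1b-expressing HEK293 cells. Preincubation 30 min at 37C, vasopressin 25 nM for 5 min, lysis 10 min, bead incubation 5 hr at room temperature.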
USP2a inhib = inhibitors of human ubiquitin-specific protease USP2a; Potency, µM (doses to about 38.3 µM), without a hit: at the top dose activity change, negative = inhibition, actives largely listed as inhibitors; USP2a enzymatic assay, qHTS inhibition; O75604; 60,000 compounds, 0.1% hits;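 further: potency means the concentration at half of the fitted maximal effect; nearly all actives have a fitted effect of over 60% in size; plate controls were DMSO for no effect and NEM full inhibition control for full effect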
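Inhibition is measured in a cell-free coupled assay with 20 nM USP2 core, 20 nM Ub-PLA2 and 20 uM NBD C6-HPC, 2.5 h incubation. Activity normalized to NEM control.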
HADH2 inh = HADH2 (human) dehydrogenase inhibition; Q99714; recombinant HADH2, NADH fluorescence, beta-hydroxybutyryl-CoA; Potency, µM (highest dose often 57.1 µM), without a hit: at the top dose activity change, negative = inhibition, hits mostly inhibitors; 73,000 compounds, 3.4% hits; AID 886; further: potency means the concentration at half of the fitted maximal effect; on the % scale 0 is the no-effect control and ±100 the full control effect; nearly all actives have a fitted effect of over 60% in size; many of its hits are not listed in these tables
Target sequence (Q99714 whole entry, looked up, one chain of several): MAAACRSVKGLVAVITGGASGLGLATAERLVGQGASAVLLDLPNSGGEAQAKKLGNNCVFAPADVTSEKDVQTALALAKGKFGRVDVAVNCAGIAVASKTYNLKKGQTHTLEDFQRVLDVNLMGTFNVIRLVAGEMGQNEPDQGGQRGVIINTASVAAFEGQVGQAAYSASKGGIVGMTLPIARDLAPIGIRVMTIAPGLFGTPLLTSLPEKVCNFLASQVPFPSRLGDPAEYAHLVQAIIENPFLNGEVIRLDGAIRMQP
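20 nM HADH2 + cpd, 15 min RT; add 1 mM NAD+/90 uM beta-hydroxybutyryl-CoA; kinetic fluorescence 360/450 nm, 4 min. Tris-HCl pH 9.0, 0.01% Tween-20.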
Caspase-1 inhib = allosteric or competitive inhibitors of human caspase-1. Caspase-1 enzyme, Ac-WEHD-AFC fluorogenic rate. Potency, µM (top dose mostly 57.5 µM), inactives show at the top dose activity change, negative = inhibition, usual class: inhibitors. 75,000 compounds, 0.03% hits. AID 900;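 further: potency means the concentration at half of the fitted maximal effect; plate controls were vehicle for no effect and no substrate for full effect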
Target sequence (P29466 120-297 limits assumed): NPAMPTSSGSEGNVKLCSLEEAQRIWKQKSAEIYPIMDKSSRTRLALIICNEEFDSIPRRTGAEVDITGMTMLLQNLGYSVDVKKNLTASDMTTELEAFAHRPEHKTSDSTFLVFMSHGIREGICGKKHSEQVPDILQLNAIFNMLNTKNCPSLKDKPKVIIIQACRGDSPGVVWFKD
Target sequence (P29466 317-404 limits assumed): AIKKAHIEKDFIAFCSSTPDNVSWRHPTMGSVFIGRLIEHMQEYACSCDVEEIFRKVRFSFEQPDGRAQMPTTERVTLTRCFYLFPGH
HEK293 cAMP cs = raises cAMP in parental HEK293 cells, TSHR agonist counter-screen | parental HEK293 CNG cAMP sensor, membrane potential fluorescence | Potency, µM (series often up to 57.1 µM), inactives show at the highest dose activation, actives largely listed as activators | 73,000 compounds, 2.5% hits; further: potency means the concentration at half of the fitted maximal effect; % of control where 0% means no effect; nearly all actives have a fitted effect of over 55% in size
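Counterscreen for endogenous-receptor signalling: CNG-channel HEK 293 cells report cAMP rise by membrane depolarization. After 60 min dye equilibration with 100 uM RO 20-1724, compounds incubated 30 min before bottom-read fluorescence at 590 nm.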
FLuc inh = inhibitors of firefly luciferase. P08659. purified firefly luciferase, luminescence, 8 min. Potency, µM (top dose mostly 57.1 µM), for inactives: at the top dose activity change, negative = inhibition, hits mostly inhibitors. 72,000 compounds, 2.2% hits. AID 411; further: potency means the concentration at half of the fitted maximal effect; on the % scale 0 is the no-effect control and ±100 the full control effect; nearly all actives have a fitted effect of over 40% in size
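Titration-based qHTS; buffer 50 mM imidazole pH 7.2, 50 mM KCl, 7 mM MgCl2, 10 uM ATP, 0.01% Tween 20, 0.05% BSA; luciferase/luciferin detector mix added after compound; 8 min, ambient; luminescence.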
Texas Red fluor = Texas Red region autofluorescence; Compound fluorescence, Texas Red channel, 547/618 nm; active compounds read high; max dye-equivalent concentration, M; 59,000 compounds, 0.06% hits; AID 587; in the data active means max dye-equivalent concentration above about 10 nM; inconclusive means between about 1.1 nM and that limit
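Fluorescence at ex 547/em 618 nm, normalized against an on-plate Texas Red standard series to give dye-equivalent concentration per compound concentration. Buffer 100 mM Tris, pH 8.0; 15 min RT incubation before CCD imaging.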
Rhodamine fluor = compound autofluorescence in rhodamine spectral region; AID 594; 59,000 compounds, 0.05% hits; max dye-equivalent concentration, M; Rhodamine-region fluorescence, 547/598 nm, Tris buffer; active compounds read high; in the data active means max dye-equivalent concentration above about 11 nM; inconclusive means between about 1.1 nM and that limit
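Compounds in 100 mM Tris buffer, pH 8.0, were incubated 15 min at room temperature, then read at 547 nm excitation and 598 nm emission. Fluorescence was normalized against a per-plate six-point rhodamine standard curve as dye-equivalent concentration.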
Casp7 inh = allosteric or competitive inhibitors of human caspase-7; P55210; recombinant caspase-7, Ac-DEVD-AFC fluorescence rate; Potency, µM (highest dose often 57.5 µM), without a hit: top-dose activity change, negative = inhibition, most hits filed as inhibitors; 75,000 compounds, 0.02% hits; AID 889; active means well fitted inhibition curve with a large enough effect in the main read-out, with a control signal flat, not every such curve was filed as active; inconclusive means small, poorly fitted or top-dose-only effect, or a change in a side signal; further: potency means the concentration at half of the fitted maximal effect; % of control where 0% means no effect
Target sequence (P55210 24-198 limits assumed): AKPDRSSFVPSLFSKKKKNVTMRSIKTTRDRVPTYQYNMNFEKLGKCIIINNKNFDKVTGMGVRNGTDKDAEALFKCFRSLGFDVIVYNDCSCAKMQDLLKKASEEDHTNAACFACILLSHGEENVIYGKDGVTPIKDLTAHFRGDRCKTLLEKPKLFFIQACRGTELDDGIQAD
Target sequence (P55210 207-303 limits assumed): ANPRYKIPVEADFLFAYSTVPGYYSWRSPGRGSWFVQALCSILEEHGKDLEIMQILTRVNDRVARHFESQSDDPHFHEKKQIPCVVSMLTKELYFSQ
Fluorescein autfl = compound autofluorescence in fluorescein spectral region; max fluorescein-equivalent concentration, M; AID 593; Compound autofluorescence, 480/540 nm, fluorescein-equivalent; active compounds read high; 59,000 compounds, 0.91% hits; in the data active means max fluorescein-equivalent concentration above about 10 nM; inconclusive means between about 1.1 nM and that limit
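Each compound is tested across a concentration series in 100 mM Tris buffer at pH 8.0. After 15 min at room temperature, plates are imaged with 480 nm excitation and 540 nm emission filters, and intensities are converted to fluorescein-equivalent values.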
* marks the source's active call; other numbers are inactive results; i = inactive; ? = inconclusive; . = not tested or not shown; [ ] = dose if it differs, or a comment. Unless noted, the call rests on the fitted dose curve; in most records, active means well fitted curve in the direction sought with a large enough effect; inconclusive means small, poorly fitted or top-dose-only effect, or another doubt; inactive means no such curve, though single readings can be large; an effect the other way counts as inactive or inconclusive. A portion of the library; the hit share may differ from the screen's.

Molecule,ERK AVP inh,Casp7 inh,USP2a inhib,Caspase-1 inhib,HEK293 cAMP cs,Tau filament bind,FLuc inh,Rhodamine fluor,Fluorescein autfl,HADH2 inh,Texas Red fluor
Cc1cccc(Nc2ccccc2C(=O)OCC(=O)N2CCOCC2)c1C,-5%,-2%,17%,-4%,9%,18%,-5%,i,?,11%,i
CN(C)c1ccc(O)c2c1C[C@H]1C[C@H]3[C@@H](N(C)C)C(=O)C(C(N)=O)=C(O)[C@]3(O)C(=O)C1=C2O,7%[25.7 µM],-1%[25.7 µM],73%[activator][17.1 µM],-2%[25.7 µM],5%[25.6 µM],-5%[25.6 µM],9%[25.5 µM],i,?,-15%[25.6 µM],i
N#Cc1cccc(-c2cn(S(=O)(=O)c3ccc(Cl)cc3)nc2N)c1,13%,-5%,-3%,3%,-1%,102%,0%,i,?,-7%,i
C=C(C)c1cccc(C(C)(C)NC(=O)N2CC(C)OC(C)C2)c1 (configuration not stated),-2%,1%,8%,0%,-3%,2%,1%,i,?,-7%,?
CC(=O)N1CCc2cc(Br)cc(S(=O)(=O)NCC3CCCO3)c21 (configuration not stated),7%,0%,0%,-1%,8%,3%,1%,i,i,2%,i
O=C(Nc1ccc(N2CCN(C(=O)c3ccco3)CC2)c(Cl)c1)c1c(F)c(F)c(F)c(F)c1F,-21%,-2%,36%[activator],-3%,4%,25%,0%,i,?,6%,i
COC(=O)Cn1c(C)c(C(C)=O)c(C(C)=O)c1C,-6%,4%,1%,-1%,8%,6%,2%,i,i,1%,?
COc1c(C)cc(Br)cc1C(=O)Nc1ccc(N2CCN(S(C)(=O)=O)CC2)cc1,7%,-2%,15%,0%,-5%,98%,2%,i,i,9%,i
CCCOc1ccc(C(=O)Nc2ccc(N3CCN(C(C)=O)CC3)cc2)cc1,-25%,1%,31%[activator],0%,17%,?,2%,i,i,-12%,i
O=C(NCc1ccco1)c1nc2ccccc2s1,-14%,0%,1%,2%,6%,-2%,4%,i,i,1%,i
CC1(C)CC(=O)C(C=NCCc2ccc(O)cc2)=C(O)C1,5%,2%,-2%,0%,7%,4%,2%,.,.,-6%,.
CCn1nnc(NC(=O)c2cccc(-c3cc4ccccc4oc3=O)c2)n1,6%,0%,22%,0%,1%,28%,-4%,i,i,25µM*,?
COC(=O)c1cc(OC)c(OC)cc1NC(=O)c1cc(C)on1,-17%,1%,5%,0%,8%,-2%,1%,i,i,16%,?
COc1cc(NC(=O)Cn2nnc(-c3ccncc3)n2)cc(OC)c1,-16%,-1%,19%,0%,15%,-1%,1%,i,?,21%,i
Cn1c(CCN2CCCCC2)nc2cc(NC(=O)Nc3ccccc3)ccc21,2%,-1%,23%,-1%,-20%,?,-6%,i,i,5%,i
O=C(NCc1ccccc1)c1c(O)c2cccc3c2n(c1=O)CCC3,26%,1%,4%,1%,20%,5%,4%,i,i,-12%,i
Cn1c(CN2CCN(c3ccc(Cl)cc3)CC2)nc2ccccc21,?,-1%,8%[7.66 µM],0%,14%[11.4 µM],35%[11.4 µM],-2%,.,.,1%[11.4 µM],.
COc1ccccc1N1CCN(CC(=O)Nc2c(C)n[nH]c2C)CC1,-3%,2%,-2%,3%,0%,-7%,2%,i,?,-2%,i
O=C(c1ccco1)N(Cc1ccco1)c1ccc(O)cc1,-17%,-1%,0%,0%,6%,0%,1%,i,i,-16%,i
CCOc1nc(C)ccc1-c1noc(-c2ccccc2OC)n1,1%,0%,0%,-3%,?,26%,-10%,i,?,129%[activator],i
COc1cc(Cl)ccc1S(=O)(=O)n1nc(C)cc1C,1%,-1%,-2%,1%,16%,-4%,?,i,i,0%,i
Nn1c(SCc2cccc3ccccc23)nnc1-c1ccco1,-4%,-6%,17%,-3%,12%,-22%,2%,i,i,-6%,i
Cc1nc2cncnc2n(Cc2ccc(F)cc2)c1=O,-20%,-5%,59%[activator],-4%,12%,-3%,0%[11.4 µM],i,i,0%,i
CCc1nc2c(cnn2-c2ccc(Cl)cc2)c(=O)n1-c1ccc(OC)cc1,-3%,-1%,11%,3%,?,29%,0%,i,i,12%,i
CC(C)COC(=O)c1ccc(NC(=O)C2C3C=CC(C3)C2C(=O)O)cc1 (configuration not stated),-1%,5%,-2%,-2%,?,-7%,-9%,i,i,16%,i
CCCS(=O)(=O)c1c(S(=O)(=O)CCC)c2ccccn2c1C(=O)OC,-20%,-2%,5%,-1%,-4%,2%,-2%,.,.,-3%,.
C[C@H](CCC(=O)NCC(=O)O)[C@H]1CC[C@H]2[C@H]3[C@@H](C[C@@H](O)[C@]12C)[C@]1(C)CC[C@H](O)C[C@@H]1C[C@@H]3O,3%[25.7 µM],-3%[25.7 µM],-4%[17.1 µM],-1%[25.7 µM],6%[25.6 µM],-7%[25.6 µM],1%[25.5 µM],i,i,3%[25.6 µM],i
CN1CCN(c2ncc3nc(CCc4ccccc4)c(=O)n(C)c3n2)CC1,-12%,-29%,66%[activator],-18%,?,42%,-3%[11.4 µM],i,i,25%,i
Cc1nc2cnc(Oc3ccccc3)nc2n(-c2ccccc2)c1=O,?,-1%,25%,-2%,17%,-2%,1%[11.4 µM],i,?,2%,i
CC1(C)Cc2ccccc2-c2nnc(SCC(=O)Nc3ccc4c(c3)OCO4)n21,?,-2%,16%,-2%,?,23%,-30%,i,i,28%,i
NC(=O)CSCc1c(Cl)cccc1Cl,-20%,1%,-2%,-1%,4%,2%,1%,i,i,-1%,?
COC(=O)[C@@]1(Cc2ccc(F)cc2)[C@H]2c3cc(C(=O)N4CCCC4)n(Cc4ccccc4)c3C[C@H]2CN1C(=O)c1ccccc1,-6%,1%,.,-1%,?,17%,.,.,.,18%,.
COC(=O)c1ccccc1NC(=O)c1cccc(NC(=O)c2ccc(Br)o2)c1C,-29%,-1%,36%[activator],-5%,13%,19%,0%,i,?,15%,i
COc1ccccc1C(=O)C(O)c1ccccc1OC (configuration not stated),-26%,-1%,-3%,-1%,7%,2%,1%,.,.,-10%,.
Cc1cc(NC(=O)c2ccc(Cn3nc(C)c(Br)c3C)o2)no1,4%,2%,15%,2%,-4%,78%,1%,i,?,19%,?
O=C(NCc1ccc2c(c1)OCO2)c1cc2c(s1)CS(=O)(=O)C2,-12%,-7%,39%[activator],-1%,0%,-3%,-2%,i,i,3%,i
CCOC(=O)Nc1cc(OCC)c(NC(=O)C2CC2)cc1OCC,6%,-1%,-1%,-2%,2%,-16%,1%,i,?,-3%,i
O=C(c1ccccc1)c1ccc(N2CCOCC2)c(F)c1,?,0%,-7%,-4%,26%,-22%,?,.,.,-19%,.
Cc1cc(NC(=O)COC(=O)C2CCCN2C(=O)c2cccs2)no1 (configuration not stated),22%,-1%,-5%,3%,4%,1%,-1%,i,i,-2%,i
COc1ccc(S(=O)(=O)NCCc2ccc(F)cc2)cc1,9%,-2%,6%,-1%,5%,-4%,3%,i,i,3%,i
O=C(c1noc2c1CCCCC2)N1CCN(C(c2ccccc2)c2ccccc2)CC1,20%,0%,16%,1%,0%,-12%,4%,i,i,4%,i
CC(=O)Nc1ccc(S(=O)(=O)N2CCN=C2C)cc1,6%,1%,-5%,0%,3%,-1%,0%,i,i,6%,i
CC1CCN(Cc2nc3c(c(=O)n(C)c(=O)n3C)n2Cc2c(F)cccc2Cl)CC1,-4%,1%,2%,1%,1%,5%,4%,i,i,2%,i
C/C(Nc1cccc(F)c1)=C(/C#N)C(N)=O,-8%,-1%,2%,-1%,2%,5%,-2%,i,i,14%,i
O=C(c1ccccc1)N1CCN(C2CC3CCC2C3)CC1 (configuration not stated),9%,0%,-4%,0%,26%,-3%,3%,i,i,6%,?
O=C(Cn1cnc2ccccc21)NCCCN1CCOCC1,?,-1%,1%,1%,3%,7%,3%,i,i,-9%,i
CCn1cc(C(=O)N2CCn3c(nc4ccccc43)C2)c(=O)c2ccc(C)nc21,.,-1%,.,-2%,16%,12%,2%,.,.,-8%,.
Nc1ncnc2nc(N3CCN(CCO)CC3)[nH]c12,3%[11.5 µM],5%[11.5 µM],.,-3%[11.5 µM],?,6%[11.4 µM],3%[11.4 µM],i,?,2%[11.4 µM],i
O=C(CN1CCN(c2ccccn2)CC1)Nc1ccc2ccccc2c1,-7%,-2%,13%,-2%,?,2%,40µM*,i,?,-6%,i
